# KB-3-1 cytotox: qHTS assay for MDR1-selective chemotherapeutics: Primary screen using the parental adenocarcinoma cell KB-3-1. KB-3-1 viability, CellTiter-Glo ATP luminescence, 72 h. hit rate 1.4% among 400,000. Potency, µM (doses to about 46.1 µM), inactives show at the top dose activity change, negative = cytotoxic, usual class: cytotoxic; further: potency means the concentration at half of the fitted maximal effect; on the % scale 0 is the no-effect control and ±100 the full control effect; nearly all actives have a fitted effect of over 60% in size
#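 Cytotoxicity measured as CellTiter-Glo luminescence after 72 h at 37 C. Compound titrations were pinned onto drug-naive KB-3-1 parental adenocarcinoma cells grown in DMEM with 10% FBS, and normalized data fitted to concentration-response curves.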
# HT1080-NT tox: qHTS for induction of synthetic lethality in tumor cells producing 2HG: qHTS for the HT-1080-NT fibrosarcoma cell line | HT-1080-NT fibrosarcoma viability, CellTiter-Glo ATP luminescence, 48 h | Potency, µM (series often up to 46.1 µM), without a hit: top-dose activity, negative = less viability, most hits filed as cytotoxic | hit rate 1.6% among 360,000 | AID 686970, 2013;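 further: NT is the 2HG producing partner of a matched IDH1 knockdown line; potency means the concentration at half of the fitted maximal effect; 0% = DMSO-treated cells and -100% = media-only wells without cells; nearly all actives have a fitted effect of over 55% in size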
#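 Read-out is CellTiter-Glo luminescence after 10 minutes at room temperature, following 48 hours' compound treatment of HT-1080-NT cells (750 cells/well, RPMI, 5% FBS, 37 degrees C).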
# D3 ag: qHTS of D3 Dopamine Receptor Agonist: qHTS | max activation, % | hit rate 0.58% among 410,000 | D3R DiscoveRx beta-arrestin cells, luminescence, 90 min; in the data active means max activation above about 30%; further: 0% is about no effect; mostly tested at two doses, the higher about 12 µM
# Target sequence (P35462 whole entry, looked up): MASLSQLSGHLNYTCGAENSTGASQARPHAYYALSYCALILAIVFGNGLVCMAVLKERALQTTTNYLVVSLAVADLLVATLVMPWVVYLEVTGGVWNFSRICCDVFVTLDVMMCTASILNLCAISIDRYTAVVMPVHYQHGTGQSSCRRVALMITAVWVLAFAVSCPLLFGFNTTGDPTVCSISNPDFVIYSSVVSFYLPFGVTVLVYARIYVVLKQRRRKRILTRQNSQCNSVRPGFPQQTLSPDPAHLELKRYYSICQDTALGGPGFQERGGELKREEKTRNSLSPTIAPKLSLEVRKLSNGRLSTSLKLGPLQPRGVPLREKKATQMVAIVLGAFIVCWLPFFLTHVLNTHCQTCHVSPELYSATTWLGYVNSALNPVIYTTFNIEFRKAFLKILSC
#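 Cells at 1500/well, incubated overnight, then treated with pinned compounds (dopamine as control) for 90 min at 37 degrees C. DiscoveRx reagent added for 30 - 60 minutes at room temperature; luminescence read.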
# HT1080 IDH1KD tx: qHTS for induction of synthetic lethality in tumor cells producing 2HG: qHTS for the HT-1080-IDH1KD cell line. HT-1080 IDH1 knockdown viability, ATP luminescence, 48 h. Potency, µM (top dose mostly 46.1 µM), for inactives: top-dose activity, negative = toxicity, usual class: cytotoxic. hit rate 2% among 360,000. AID 686971, 2013;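 further: potency means the concentration at half of the fitted maximal effect; 0% = DMSO wells and -100% = cell-free medium wells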
#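 Knockdown cells (IDH1KD HT-1080) received compounds 2 h after plating at 750 cells/well and were kept 48 h at 37 °C in 5% FBS RPMI. A CellTiter-Glo luminescence read gave % activity for curve fitting.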
# IL-1B inflam inh: qHTS for Inhibitors of Inflammasome Signaling: IL-1-beta AlphaLISA Primary Screen; THP-1 LPS/ATP IL-1B secretion, AlphaLISA, 16 h; hits give low values; activity change, % at 57.5 µM; hit rate 4.7% among 360,000; in the data active means activity change below about -50%; inconclusive means mostly about -30% to -49%; further: on the % scale 0 is the no-effect control and ±100 the full control effect
#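 THP-1 cells pretreated 1 hr with compounds (up to 57.5 uM final), then stimulated with LPS (250 ng/mL final) plus ATP (1.25 mM final); secreted IL-1B measured by AlphaLISA after 16 hr, decreased signal indicating inhibition.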
# HEK293 tox: qHTS of GLP-1 Receptor Inverse Agonists: Cytotox Screen; HEK293 cAMP-luciferase reporter cells, luminescence, 24 h; Potency, µM (top dose mostly 38.3 µM), for inactives: at the highest dose activity change, negative = inhibition, hits mostly inhibitors; hit rate 0.13% among 410,000;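 further: loss of luciferase light is scored as toxicity; potency means the concentration at half of the fitted maximal effect; on the % scale 0 is the no-effect control and ±100 the full control effect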
#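 A 23 nL compound transfer followed 12 hours of cell culture at 37 deg C; exposure then lasted 24 hr. Luciferase assay detection reagent was dispensed and plates read for luminescence after a 12 min room-temperature wait.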
# KB-V1 MDR tox: qHTS assay for MDR1-selective chemotherapeutics: Primary screen using the drug-selected MDR subline cells KB-V1; KB-V1 MDR cells viability, CellTiter-Glo, 72 h; Potency, µM (doses to about 46.1 µM), for inactives: at the highest dose activity change, negative = cytotoxicity, usual class: cytotoxic; hit rate 3.4% among 400,000; AID 1347076, 2019; further: potency means the concentration at half of the fitted maximal effect; on the % scale 0 is the no-effect control and ±100 the full control effect; nearly all actives have a fitted effect of over 60% in size
#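 Compound-treated KB-V1 multidrug-resistant cells, 72 h, 37 degrees C; viability by CellTiter-Glo. Fitted qHTS curves give the values.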
# SW480 rerep: A quantitative high throughput screen for small molecules that induce DNA re-replication in SW480 colon adenocarcinoma cells. Potency, µM (titrated, usually from 46.1 µM), for inactives: at the top dose re-replication activation, actives largely listed as activators. hit rate 1.8% among 340,000. SW480 DNA re-replication, Hoechst DNA content imaging, 48 h. AID 624297, 2012; further: potency means the concentration at half of the fitted maximal effect; % of control where 0% means no effect; nearly all actives have a fitted effect of over 55% in size
#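 Image-based DNA-content assay: after two days of treatment, nuclei were labelled with the DNA dye Hoechst and imaged, and hits were compounds raising the count of nuclei showing high fluorescence intensity.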
# MCF10A rerep: A quantitative high throughput screen for small molecules that induce DNA re-replication in MCF 10a normal breast cells; MCF 10A DNA re-replication, Hoechst nuclear intensity, 48 h; Potency, µM (titrated, usually from 46.1 µM), without a hit: top-dose activity, positive = re-replication, most hits filed as activators; hit rate 2.9% among 350,000; AID 624296, 2012; further: potency means the concentration at half of the fitted maximal effect; % of control where 0% means no effect; nearly all actives have a fitted effect of over 50% in size
# * marks the source's active call; other numbers are inactive results; ? = inconclusive; . = not tested or not shown; [ ] = another dose, or the depositor's remark. Unless noted, the call rests on the fitted dose curve; in most records, active means well fitted curve in the direction sought with a large enough effect; inconclusive means small, poorly fitted or top-dose-only effect, or another doubt; inactive means no such curve, though single readings can be large; an effect the other way counts as inactive or inconclusive.
SMILES,KB-3-1 cytotox,HT1080-NT tox,D3 ag,HT1080 IDH1KD tx,IL-1B inflam inh,HEK293 tox,KB-V1 MDR tox,SW480 rerep,MCF10A rerep
Cc1cc(C)nc(NC(=O)c2ccc(COc3ccccc3Cl)cc2)c1,?,-21%,5,?,-62*,-13%,-26%,13%,3.7µM*
O=C(CCc1nnc2n(Cc3ccccc3)c(=O)c3ccccc3n12)NCCN1CCOCC1,2%,5%,-5,1%,-18,6%,1%,1%,1%
COc1ccc(-c2coc3c(C)c4oc(=O)c(CCC(=O)O)c(C)c4cc23)cc1,9%,?,26,?,2,4%,11%,-4%,?
C/C(=N\NC(=O)CNc1cccc(C(F)(F)F)c1)c1cccc(Br)c1,0%,-2%,-9,11%,-1,-11%,14%,-9%,0%
N#CC1=C(N)Oc2n[nH]c(-c3cccs3)c2C1C1C=CCCC1 (configuration not stated),1%,-16%,-10,3%,-94*,-24%,14%,3%,11%
CCOC(=O)C1(Cc2ccc(Cl)cc2)CCN(C(=O)c2cnc(C)cn2)CC1,2%,0%,-4,-4%,32,3%,-10%,-3%,0%
Cc1cccc(-c2nnc(-c3cccc4ccccc34)o2)c1,-1%,-13%,-3,1%,14,15%,2%,-4%,?
CC(=O)c1cccc(NC(=O)c2cc(C)nn2-c2ccccc2)c1,20%,3%,6,5%,20,-16%,-7%,-11%,0%
Cn1c(SCC(=O)Nc2nncs2)nnc1C1CC1,6%,7%,-6,3%,-11,20%,16%,2%,2%
CCC(C)(C(=O)NC1CCCC1)N(C(=O)CC1NC(=O)NC1=O)c1ccc(C)cc1 (configuration not stated),12%,-6%,4,-10%,-7,-7%,-2%,-19%,?
Cc1ccc(-n2nnnc2SCC(=O)c2c(N)n(C3CC3)c(=O)[nH]c2=O)cc1C,3%,6%,2,1%,35,3%,11%,-7%,-2%
CSCCC(NS(=O)(=O)c1ccc(Cl)cc1)C(=O)OCC(=O)c1c(C)[nH]c2ccccc12 (configuration not stated),?,-13%,5,-25%,-86*,-2%,15µM*,17%,12µM*
Cn1c(C(=O)N2CCc3ccccc3C2)cc2oc3ccccc3c21,-6%,-3%,-3,-14%,?,9%,-23%,9%,?
CN(CC(=O)NCCc1ccccn1)S(=O)(=O)c1ccc(Cl)cc1,4%,1%,2,4%,15,-11%,-26%,-10%,-1%
O=C(NC(CC(=O)N1CCCC(C(F)(F)F)C1)c1ccccc1)c1ccccc1Cl (configuration not stated),3%,4%,0,15%,22,-8%,?,1%,-22%
Cc1ccc(NC(=O)COC(=O)C2CSC3(C)CCC(=O)N23)cc1S(=O)(=O)N1CCOCC1 (configuration not stated),-17%,3%,2,3%,-11,-3%,4%,0%,4%
CCCCCC(O)CCC(=O)NNC1=CC(=O)CC(C)(C)C1 (configuration not stated),4%,12%,-9,17%,14,10%,11%,-6%,0%
Cc1ccc(NC(=O)CN2C(=O)CCn3nc(-c4cccn4C)cc32)cc1,3%,.,3,.,.,-3%,10%,.,.
Cc1ccc(N=C2CCCCCN2C)c(C#N)c1,0%,-7%,-3,0%,0,8%,0%,-9%,1%
COc1ccccc1N(CC(=O)Nc1cc(C)cc(C)c1)S(C)(=O)=O,-2%,.,-9,.,.,5%,?,.,.
C[C@@H]1CN([C@H](C)CO)C(=O)c2cc(NS(=O)(=O)c3cn(C)cn3)ccc2O[C@@H]1CN(C)S(C)(=O)=O,-2%,14%,-10,10%,6,-19%,?,-2%,-5%
O=C(NCC(O)COc1ccc([N+](=O)[O-])cc1)c1ccccc1 (configuration not stated),12%,-5%,-31,-4%,-3,-3%,6%,-8%,1%
CNc1nc(NCc2ccccc2)c2sccc2n1,-5%,?,6,?,-18,1%,-20%,.,.
COc1cc(OC)c(C(=O)OCCCOC(=O)c2cc(OC)c(OC)cc2OC)cc1OC,.,0%,3,-7%,-3,-8%,.,-1%,-1%
COc1cc(C(=O)OCC(=O)N2CCCC2)cc2c1OCCO2,3%,1%,2,1%,-3,-12%,-10%,1%,5%
N#C/C(=C\Nc1ccc2c(c1)OCCO2)C(=O)NCc1ccco1,-3%,4%,7,8%,-3,4%,-27%,-5%,0%
Cc1cccc(-c2nc(CS(=O)CC(=O)N3CC(C)CC(C)C3)c(C)o2)c1 (configuration not stated),-5%,-1%,4,-1%,-24,-13%,?,-22%,0%
CCSc1nnc(NC(=O)C2(C)Cc3ccccc3C(=O)O2)s1 (configuration not stated),-5%,14%,0,-6%,1,0%,?,-11%,18%
CC(C)(C)OC(=O)NCCCC[C@H](NC(=O)c1[nH]cnc1C(=O)N[C@@H](Cc1ccccc1)C(=O)OC(C)(C)C)C(=O)OC(C)(C)C,?,-5%,2,-17%,-56*,0%,-8%,-1%[9.22 µM],29%
O=C(N/N=C/c1ccccn1)c1ccc(Br)o1,2%,-22%,-1,-28%,5,3%,-4%,-5%,19%

# The list goes on, overlapping the part above by 4 compounds.
SMILES,KB-3-1 cytotox,HT1080-NT tox,D3 ag,HT1080 IDH1KD tx,IL-1B inflam inh,HEK293 tox,KB-V1 MDR tox,SW480 rerep,MCF10A rerep
Cc1cccc(-c2nc(CS(=O)CC(=O)N3CC(C)CC(C)C3)c(C)o2)c1 (configuration not stated),-5%,-1%,4,-1%,-24,-13%,?,-22%,0%
CCSc1nnc(NC(=O)C2(C)Cc3ccccc3C(=O)O2)s1 (configuration not stated),-5%,14%,0,-6%,1,0%,?,-11%,18%
CC(C)(C)OC(=O)NCCCC[C@H](NC(=O)c1[nH]cnc1C(=O)N[C@@H](Cc1ccccc1)C(=O)OC(C)(C)C)C(=O)OC(C)(C)C,?,-5%,2,-17%,-56*,0%,-8%,-1%[9.22 µM],29%
O=C(N/N=C/c1ccccn1)c1ccc(Br)o1,2%,-22%,-1,-28%,5,3%,-4%,-5%,19%
CC(C)=C1C2CCC1C1C(=O)N(c3nc(-c4ccc(F)cc4)c(C)s3)C(=O)C21 (configuration not stated),0%,-8%,-10,-25%,?,9%,?,16%[9.22 µM],?
CCOc1ccc(NC(=O)Cn2c(=O)n(CC(=O)NCc3ccccc3Cl)c(=O)c3sccc32)cc1,-20%,.,-13,.,.,-4%,14%,.,.
Cc1ccc(S(=O)(=O)Cc2cn3cccnc3n2)cc1,3%,13%,2,14%,15,6%,0%,-4%,-4%
CCN(CC)CCCNC(=O)c1ccc2c(c1)sc1nc(-c3ccc(C)cc3)cn12,16µM*,.,-14,.,.,8%,?,.,.
CCN(CC(=O)Nc1ccc(OC)cc1)C(=O)c1cccc(S(=O)(=O)N2CCN(c3ccccc3)CC2)c1,-15%,3%,-2,-18%,-30,-24%,-7%,.,.
Cc1ccc([C@H]2C[C@H](O)[C@@H](n3cc(-c4ccc(F)cc4)nn3)CN2C(=O)c2cccs2)cc1,?,?,-8,-23%,-11,-17%,?,.,.
Cc1ccc(NC(=O)NCCOCCn2c(=O)oc3ccccc32)cc1C,8%,.,-8,.,.,2%,4%,.,.
O=C(O)CSC1CC(=O)N(c2ccc(Br)cc2)C1=O (configuration not stated),-7%,-23%,1,-8%,-9,-1%,13%,-10%,?
CC(=O)c1c(C)oc2ccc(NS(=O)(=O)c3ccc(C)cc3)cc12,-11%,-10%,16,-9%,37,-8%,?,5%,7%
C[C@H]1CN([C@@H](C)CO)S(=O)(=O)c2ccc(-c3cccc(F)c3)cc2O[C@@H]1CN(C)C,-4%,-3%,-2,-4%,-3,2%,-17%,.,.
CCOc1ccccc1NC(=O)CN(c1cc(C)cc(C)c1)S(=O)(=O)c1c(C)nn(C)c1C,-10%,.,-4,.,.,6%,0%,.,.
O=S(=O)(c1ccc2ccccc2c1)N1CCCCC1,4%,12%,3,-22%,1,3%,-21%,-9%,18%
O=C(Oc1ccc2ccc(=O)oc2c1)N1CCOCC1,?,0%,6,2%,-9,-13%,-14%,11%,-3%
Cc1ccc(Cl)cc1N1CCN(C(=O)CCCn2c(=O)c3cccn3c3cccnc32)CC1,-20%,-1%,3,-2%,-9,-17%,?,?,16µM*
Cc1csc(NC(=O)c2cc3c(s2)CCCCC3)n1,-10%,?,-2,?,-63*,16%,?,12%,16µM*
COCCNC(=O)C1CCCN(Cc2ccc(Cl)cc2)CC1 (configuration not stated),0%,26%,-8,13%,31,-3%,-4%,.,.
COc1ccccc1N1CCN(C2CCCN(S(=O)(=O)c3ccc(C)cc3)C2)CC1 (configuration not stated),-12%,-2%,-25,1%,-7,4%,-4%,-1%,-34%[inhibitor]
CC(Oc1ccccc1)C(=O)NCc1cccnc1 (configuration not stated),-2%,-6%,-11,-2%,35,6%,17%,9%,-3%
Cc1ccc(C(=O)Nc2cccc([N+](=O)[O-])c2)cc1S(=O)(=O)Nc1ccc(C(=O)O)cc1,0%,9%,6,5%,0,5%,0%,1%,?
CCOC(=O)/C(C#N)=C/c1cn(CCOc2ccccc2)c2ccccc12,6%,-9%,2,-7%,17,3%,?,?,?
CCOc1ccc(Nc2nc(N)c([N+](=O)[O-])c(N3CCN(C)CC3)n2)cc1,-10%,-4%,-17,-11%,-15,?,-17%,?,-1%
Cc1cc2c(cc1S(=O)(=O)N1CCN(c3ccccc3)CC1)OCC(=O)N2,0%,-3%,2,5%,6,3%,0%,-4%,12%
COCCOC(=O)c1c(C)oc2ccc(OCc3ccccc3)cc12,-10%,7%,11,0%,0,30%,-5%,0%,18%
COc1cccc(-n2c(SCC(=O)Nc3nccs3)nnc2-c2ccoc2C)c1,0%,-2%,0,1%,-12,6%,23%,21%,3%

# Assay outcomes as filed in PubChem.
